Screens: PubChem BioAssay, National Center for Advancing Translational Sciences (NCATS)
DT40 TDP1 CPT: DT40-hTDP1 cell growth loss with CPT | chicken DT40 Tdp1-/-;hTDP1 cells + 20 nM CPT, ATP luminescence, 48 h | Potency, µM (titrated, usually from 46.2 µM), for the others: at the highest dose activity change, negative = growth inhibition, most hits filed as inhibitors | 420,000 tested, 12% active | AID 686979; also: nearly all actives have a fitted effect of over 55% in size
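Chicken DT40 Tdp1-/- cells complemented with human TDP1, 400 cells/well, exposed to compounds plus 20 nM camptothecin for at least 48 h at 37 C; viability read as ATP content by CellTiter-Glo luminescence.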
FEN1 inhibitor: blocks human flap endonuclease 1 | Potency, µM (top dose mostly 114 µM), inactives show at the highest dose activity change, negative = inhibition, most hits filed as inhibitors | 390,000 tested, 0.35% active | P39748 | AID 588795 | Recombinant FEN1 flap cleavage, fluorescence, 15 min; also: nearly all actives have a fitted effect of over 65% in size
Target sequence (P39748 whole entry, looked up): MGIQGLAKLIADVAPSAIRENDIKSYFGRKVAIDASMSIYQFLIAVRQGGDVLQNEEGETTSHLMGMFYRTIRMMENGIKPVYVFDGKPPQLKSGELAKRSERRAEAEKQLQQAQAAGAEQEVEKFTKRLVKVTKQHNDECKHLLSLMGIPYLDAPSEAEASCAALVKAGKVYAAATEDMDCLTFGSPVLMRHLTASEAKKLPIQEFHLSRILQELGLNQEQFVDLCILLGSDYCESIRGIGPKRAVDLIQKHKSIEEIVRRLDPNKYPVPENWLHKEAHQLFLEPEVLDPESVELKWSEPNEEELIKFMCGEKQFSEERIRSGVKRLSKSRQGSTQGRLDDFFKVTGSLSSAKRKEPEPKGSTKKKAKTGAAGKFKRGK
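Steps: FEN1 (10 nM) dispensed; compound added by pin tool; 15 min at room temperature; substrate added to 50 nM final; reads at 0 min and 15 min; data normalized and fitted (four-parameter Hill).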
N370S GC mod: inhibitors or activators of N370S glucocerebrosidase for Gaucher disease; N370S GC spleen homogenate, 4MU-glucoside fluorescence; Potency, µM (highest dose often 59.4 µM), for inactives: at the top dose activity change, negative = inhibition, usual class: inhibitors; 330,000 tested, 0.092% active; AID 2101;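 also: 0% = full enzyme activity and -100% = no enzyme basal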
Starred values were filed as active, the others as inactive; ? = inconclusive; / = not tested or not shown; [ ] = another dose, or the depositor's remark. Calls follow the shape of the dose curve; as a rule, active = well fitted curve in the direction sought with a large enough effect; inconclusive = small, poorly fitted or top-dose-only effect, or another doubt; inactive = no such curve, though single readings can be large; an effect the other way counts as inactive or inconclusive. Unless noted, % is scaled to controls: 0 for no effect and ±100 for the full control effect; potency is read from the fitted curve at half-maximal effect. An excerpt; count on the stated rates, not on these rows.

#	Compound	DT40 TDP1 CPT	FEN1 inhibitor	N370S GC mod
1	CC(=O)c1ccc(OC(=O)c2cccs2)cc1	-6.7%	1.9%	6.1%
2	N#Cc1nc(COc2ccccc2Cl)oc1N1CCCC1	-10.1%	2.8%	13.8%
3	CC(=O)N1CCN(C(=O)c2oc3ccccc3c2C)CC1	-7.2%	-4.7%	-3.2%
4	CC(C)(C(N)=O)N1CCN(c2ncc(C(F)(F)F)cc2Cl)CC1	14.6µM*	-4.0%	-0.6%
5	O=C1COc2ccc(C(=O)CCl)cc2N1	5.8µM*	-16.3%	-3.4%
6	COCCn1c(SCC(=O)NCc2cccs2)nnc1-c1ccc(OC)cc1	0.0%	-11.2%	-8.7%
7	CCn1nc(C)c2c(-c3ccccc3)cc(=O)n(C(C)C(=O)NCc3ccc(C)cc3)c21 (stereo not drawn)	18.4µM*	-0.1%	/
8	CC(C)=CC(=O)OCc1cc([N+](=O)[O-])cc2c1OCOC2	-0.7%	3.9%	-2.9%
9	COC(=O)C1CCN(C(=O)NC2CC(=O)N(c3ccc4c(c3)OCCO4)C2)CC1 (stereo not drawn)	1.7%	-7.5%	3.4%
10	C=CC[C@@H](CC(=O)N[C@H](CO)Cc1ccccc1)C(=O)N[C@H](C)COC(=O)[C@@H](CC=C)Cc1ccc(F)cc1	20.6µM*	1.2%	/
11	CN(CC(=O)Nc1ccc(S(N)(=O)=O)cc1)C1CCCCC1	?	56.7%[activator]	-4.8%
12	CS(=O)(=O)N1CCC2(CC1)CN(Cc1cc(C(F)(F)F)cc(C(F)(F)F)c1)C2	0.3%	/	-0.9%
13	O=C1COc2ccc(C(=O)COC(=O)c3ccccc3F)cc2N1	10.7%	-2.5%	/
14	CS(=O)(=O)c1ccc(Cl)c(NC(=O)c2cc(=O)[nH]c3ccc(S(=O)(=O)N4CCOCC4)cc23)c1	-4.9%	0.4%	0.1%
15	O=C(CCSCc1cnn(-c2ccccc2)c1-n1cccc1)NCc1ccccc1Cl	18.4µM*	-16.2%	/
16	COC(=O)[C@H](C)NC(=O)Nc1cc(OC)ccc1OC	-3.5%	-3.2%	4.5%
17	COCCn1c(Cc2ccccc2)nnc1SCC(=O)Nc1ccccc1	-15.2%	-2.4%	11.2%
18	NS(=O)(=O)c1ccc(NC(=O)CN2CCCCC2)cc1	-11.6%	-7.2%	-11.5%
19	Cc1ccccc1SCC(=O)OCC(=O)Nc1ccc(N(C)C)cc1	-9.2%	-16.7%	23.5%
20	Cc1nc(NC(=O)/C=C/c2ccc(Cl)cc2Cl)sc1C(=O)N(C)C	-4.4%	-0.9%	-14.0%
21	N=c1c2c(-c3ccccc3)c(-c3ccccc3)n(Cc3ccccc3)c2ncn1CCCn1ccnc1	16.4µM*	5.3%	2.24µM*
22	COc1cccc(NC(=O)c2cc(S(=O)(=O)N3CCc4ccccc43)cn2C)c1	1.4%	-9.8%	-4.7%
23	COc1ccc(C2C(C(=O)c3ccco3)=C(O)C(=O)N2CCN2CCOCC2)cc1 (stereo not drawn)	-0.7%	-0.5%	-11.0%
24	O=C(OCCOc1ccc(Br)cc1)c1ccc(Cl)c(S(=O)(=O)N2CCOCC2)c1	6.0%	4.1%	-3.7%
25	COc1ccc([N+](=O)[O-])cc1NC(=O)CCS(=O)(=O)c1ccc(Br)cc1	-14.3%	-14.6%	-14.3%
26	CCNc1nc2c(c(=O)n(C)c(=O)n2C)n1Cc1ccc(F)cc1	2.06µM*	-6.1%	/
27	NNC(=O)c1cc2ccccc2cc1O	-8.4%	-2.8%	-24.1%
28	CCOc1ccc(OCC(=O)Nc2ccc(N3CCCCC3)cc2)cc1	-2.3%	1.0%	-2.2%
29	COc1ccc(Cl)cc1NC(=S)N(CCCN1CCOCC1)Cc1cn(C)c2ccccc12	13µM*	-3.3%	6.31µM*
30	COc1ccc(N2CCN(C(=O)CSc3ncnc4c3cnn4-c3ccccc3C)CC2)cc1	?	-0.3%	2.3%

Shown with two lines to a compound: part of the list above
Results follow in this order: DT40 TDP1 CPT	FEN1 inhibitor	N370S GC mod
8) CC(C)=CC(=O)OCc1cc([N+](=O)[O-])cc2c1OCOC2
 : -0.7%	3.9%	-2.9%
29) COc1ccc(Cl)cc1NC(=S)N(CCCN1CCOCC1)Cc1cn(C)c2ccccc12
 : 13µM*	-3.3%	6.31µM*
28) CCOc1ccc(OCC(=O)Nc2ccc(N3CCCCC3)cc2)cc1
 : -2.3%	1.0%	-2.2%
23) COc1ccc(C2C(C(=O)c3ccco3)=C(O)C(=O)N2CCN2CCOCC2)cc1 (stereo not drawn)
 : -0.7%	-0.5%	-11.0%
20) Cc1nc(NC(=O)/C=C/c2ccc(Cl)cc2Cl)sc1C(=O)N(C)C
 : -4.4%	-0.9%	-14.0%
2) N#Cc1nc(COc2ccccc2Cl)oc1N1CCCC1
 : -10.1%	2.8%	13.8%

Remaining list, next part.
#	Compound	DT40 TDP1 CPT	FEN1 inhibitor	N370S GC mod
31	Cc1ccccc1NC(=O)Nc1ccccn1	-2.1%	4.7%	-4.9%
32	Cc1ccc(-c2nnn(CC(=O)N(c3ccccc3F)C(C(=O)NC3CCCC3)c3ccncc3)n2)o1 (stereo not drawn)	9.1%	1.1%	-8.0%
33	C[C@H](CO)N1C[C@H](C)[C@@H](CN(C)S(=O)(=O)c2cccs2)Oc2c(NC(=O)Cc3ccccc3)cccc2C1=O	-15.0%	7.2%	/
34	O=C(Nc1nc2ccc(F)cc2s1)c1cccc(S(=O)(=O)N2CCc3ccccc32)c1	-24.6%	-9.6%	-20.3%
35	Cn1c(=O)c2c(nc(SCC(=O)Nc3ccc(F)cc3F)n2Cc2ccccc2)n(C)c1=O	?	9.6%	/
36	NC(=S)N=Nc1c(O)n(Cc2ccccc2)c2ccccc12	5.8µM*	-1.3%	8.1%
37	CC(=O)Nc1ccc(SCC(=O)NC(=O)c2ccccc2Br)cc1	-24.3%	-0.4%	/
38	COc1ccc(C(C#N)CCC2OCCO2)cc1OC (stereo not drawn)	-9.2%	-1.1%	/
39	CCCC1=Nc2cc(C(=O)N3CCC(C)CC3)ccc2Sc2ccc(C)cc21	-4.0%	11.1%	/
40	O=C(CCCn1c(=O)c2sccc2n(CC(=O)NCC2CCCO2)c1=O)NCc1ccco1 (stereo not drawn)	2.5%	15.8%	-10.2%
41	N#Cc1cc(C#N)c(SCC(=O)N2CC(=O)Nc3ccccc32)nc1N	20.6µM*	-21.0%	/
42	CC1(C)Oc2ccc(C(=O)NNC(=O)Nc3ccccc3)cc2NC1=O	5.3%	0.3%	-4.0%
43	COc1ccc(NC(=O)Cn2c(=O)n(-c3ccc(C)cc3)c(=O)c3c2c2cc(C)ccc2n3C)cc1	?	-11.6%	/
44	O=C(Nc1cccc(C(=O)N2CCCCC2)c1)C1CC1	-7.3%	3.7%	/
45	CC(C)(C)c1[nH]nc2c1C(c1cccnc1)C(C#N)=C(N)O2 (stereo not drawn)	-2.3%	0.0%	-11.7%
46	O=C(N/N=C/c1ccc(OC(=O)c2cccc(Br)c2)cc1)c1cccnc1	-0.6%	3.6%	3.4%
47	CC(C)CSc1ccc(S(=O)(=O)NCC(=O)O)cc1[N+](=O)[O-]	2.2%	-12.4%	-8.0%
48	CCC[C@H]1CCCC/C=C\CCCC(=O)OCCN1C(=O)OC(C)(C)C	?	-18.8%	/
49	COC(=O)c1scc(-c2ccc(C)cc2)c1S(=O)(=O)N1CCN(c2ccccc2)CC1	11.6µM*	-17.9%	/
50	S=C1NC[C@H](CC2CCCCC2)N1CCc1cccc2ccccc12	?	-20.6%	14.9%
51	COc1ccccc1NC(=O)C(CCS(C)(=O)=O)N1C(=O)c2ccccc2C1=O (stereo not drawn)	-5.3%	-11.9%	5.4%
52	Cc1[nH]n(-c2ccccc2)c(=O)c1N=Nc1ccc(C#N)cc1	-7.8%	-8.0%	-0.3%
53	O=C(NNS(=O)(=O)c1ccccc1[N+](=O)[O-])c1cccnc1	?	21.8%	-1.4%
54	COc1ccc2c(CC(=O)OCC(=O)N3CCc4ccccc43)coc2c1	?	-7.8%	11.0%
55	COc1ccc(-c2cc(C(=O)N3CC(C)CC(C)C3)c3ccccc3n2)cc1OC (stereo not drawn)	?	8.0%	-1.6%
56	CCCCNC(=O)N1CCN(C(=O)c2ccco2)CC1	-16.5%	-13.6%	10.0%
57	O=C(CNc1ccc2ccccc2c1)N/N=C/c1ccc([N+](=O)[O-])o1	14.6µM*	6.8%	-13.3%
58	COc1ccc(N2CCN(c3oc(-c4ccco4)nc3C#N)CC2)cc1	-16.2%	-8.3%	10.8%
59	CC12CCC(C/C1=N\N=C1\NC(=O)/C(=C\c3cccc(Br)c3)S1)C2(C)C (stereo not drawn)	?	-21.0%	25.5%
60	Cc1ccc(N=C2NC(=O)CC(C(=O)Nc3ccc4c(c3)OCO4)S2)cc1 (stereo not drawn)	-24.4%	-17.2%	2.3%

Results in sequence from the list:
Nos. 46 to 56 in FEN1 inhibitor, in turn: 3.6%, -12.4%, -18.8%, -17.9%, -20.6%, -11.9%, -8.0%, 21.8%, -7.8%, 8.0%, -13.6%

Continuation:
#	Compound	DT40 TDP1 CPT	FEN1 inhibitor	N370S GC mod
61	Cc1nn(-c2ccc(F)cc2)c2sc(C(=O)O)cc12	-26.1%	-9.8%	15.0%
62	CCOC(=O)c1ccc(NC(=O)CSc2cc(-c3ccccc3)nc(C)n2)cc1	?	-10.2%	/
63	CCCCN(C)C(=O)C1CCCN(c2ncnc3onc(-c4ccc(F)cc4)c23)C1 (stereo not drawn)	14.6µM*	-8.2%	/
64	CCc1ccc(N(CC(=O)NC(C)(C)C)C(=O)CCC(=O)Nc2ccccn2)cc1	-18.9%	2.2%	-9.2%
65	CCOc1ccc(NC(=O)CCC(=O)c2ccc(F)cc2)cc1	-11.9%	4.6%	1.0%
66	CC1CCC2(CC1)NC(=O)N(CC(=O)c1ccc(CNC(=O)C(C)(C)C)s1)C2=O (stereo not drawn)	-28.9%	18.7%	/
67	C[C@H]1COC(=O)[C@H](Cc2ccc(F)cc2)C/C=C\C[C@H](CC(=O)N(CCO)Cc2ccccc2)C(=O)N1	?	15.4%	/
68	COc1cc(C2C3=C(CC(C)(C)CC3=O)NC3=C2C(=O)c2ccccc23)ccc1O (stereo not drawn)	-8.4%	0.2%	4.3%
69	COc1ccc(NC(=O)CSCc2ccccc2C)cc1	?	-3.7%	6.8%
70	CCN(CC(=O)Nc1ccc(NC(C)=O)cc1)C(=O)/C=C/c1cccs1	-0.2%	0.1%	-9.5%
71	CCOc1ccccc1NC(=O)CSc1nnc(NC(=O)c2ccco2)s1	-9.7%	0.7%	?
72	CC(Sc1nnc(NCc2ccccc2)s1)C(=O)Nc1ccc2c(c1)C(=O)c1ccccc1C2=O (stereo not drawn)	?	0.9%	0.7%
73	COc1cccc(-c2nc(NC3CCNCC3)c3ccccc3n2)c1	?	/	7.7%
74	Cc1nc(NC(=O)C2CC2)sc1C(=O)Nc1ccccc1	-20.3%	-7.5%	0.1%
75	Fc1ccccc1Nc1c2c(nc3ccccc13)CCC2	?	-10.1%	/
76	CN(/N=C/c1ccco1)C1=NS(=O)(=O)c2ccccc21	-4.5%	13.6%	4.8%
77	Cc1ccccc1OCC(=O)Nc1sc2c(c1C#N)CCC2	?	-1.4%	24.2%
78	CC1CCn2c(nc3cc(C(=O)NCc4ccc(F)cc4)ccc32)C1 (stereo not drawn)	-23.9%	2.3%	/
79	COc1ccc(C)cc1NC(=O)CNC(=O)[C@@H]1Cc2ccccc2CN1	2.8%	15.0%	8.0%
80	O=C(CSc1nnc2c(n1)[nH]c1ccccc12)Nc1nncs1	0.0%	-11.3%	-2.7%
81	O=C(CN1CCCCC1)Nc1cccc(Br)c1	-20.1%	-2.2%	-3.5%
82	CN1C(=O)c2ccc(C(=O)Nc3ccc4c(c3)OCO4)cc2C1=O	17.8%	-0.5%	-11.6%
83	Cc1ccccc1CNC(=O)CCC(=O)N1CCSc2ccccc21	?	-11.5%	/
84	COc1cc(OC)cc(C(=O)NCc2ccc3c(c2)cc(C)n3C)c1	?	-1.0%	1.3%
85	C1=Cc2ccccc2/C1=C(\Cc1ccncc1)Oc1ccncc1	11.2µM*	-4.3%	/
86	CC1Cc2cc(S(=O)(=O)NCc3ccccc3Cl)ccc2N1C(=O)C1CCC1 (stereo not drawn)	14.6µM*	-23.1%	/
87	Cc1cc2oc(=O)cc(CNc3ccccc3F)c2cc1O	-13.0%	11.4%	-13.0%
88	Cc1ccc(C)c(SCC(=O)OCC(=O)NCCNC(=O)COC(=O)CSc2cc(C)ccc2C)c1	-28.5%	-23.4%	-9.1%
89	CCCn1cc(C(=O)N(C)C2CCCN(Cc3ccccc3F)C2)c(C)n1 (stereo not drawn)	11.8%	6.0%	-2.0%
90	COc1ccc(OCCn2c(=N)n(CCO)c3ccccc32)cc1	-18.4%	8.9%	-21.0%
91	CCc1noc(C)c1C(=O)OCC(=O)Nc1cccc(C)c1	?	3.9%	/
92	Cc1cc(C)c2c(=O)cc(C(=O)Nc3sc4c(c3C(=O)NCc3ccccc3)CCCC4)oc2c1	1.5%	4.0%	/
